Screens from PubChem BioAssay.
Autophagy HCS: alters autophagy in cells; MEF GFP-LC3 puncta imaging; test concentration mostly 10 µM; calls only at 10 µM (by protocol); 190,000 tested, 0.98% active;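 active = percentage of spot-positive cells more than 3 SD above its plate mean, without a fluorescence outlier flag or 80% toxicity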;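 note: spot-positive cell cutoff set from DMSO-treated cells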
K1F lysis inhibition: protection from phage-mediated lysis, alamar blue read-out – E. coli UTI89, K1F phage, bacterial capsule biogenesis inhibitors (AID 488966); 340,000 tested, 0.02% active; inhibition, % at 100 µM; hits with a dose series show IC50 in µM; E. coli UTI89 K1F phage lysis, alamar blue, 2 h; higher % means a stronger effect;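 active = phage lysis inhibition, versus mean bacterial control, above a set limit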;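 note: capsule biogenesis inhibitors block K1F phage lysis so surviving cells raise fluorescence; higher fluorescence means more inhibition of phage lysis; actives were called in the ten point dose series up to 300 µM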
b-catenin transl: alters nuclear translocation of beta-catenin in HeLa cells. 190,000 tested, 0.3% active. nuclear translocation activity, % at 5 µM. AID 1665. immunofluorescence imaging;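 active = nuclear translocation activity above 50% at 5 µM, with a well cell count of 50 or more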;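 note: per-cell ratio of nuclear to cytoplasmic median beta-catenin stain intensity; plate controls were DMSO negative control for no effect and GSK-3 inhibitor IX positive control for full effect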
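test system = HeLa cells, endogenous beta-catenin | dosing = single 5 µM dose plus 0.02–20 µM confirmation series | times = compound treatment 24 h, 37°C, 5% CO2 | technique = beta-catenin immunofluorescence imaging with DAPI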
Insulin prom up: MIN6 insulin promoter up-regulation; MIN6 insulin promoter-GFP reporter, high-content imaging; active compounds read high; z-score at 5 µM; 190,000 tested, 0.3% active; AID 1625;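 active = z-score above 3 at 5 µM with at least 500 cells counted in the well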
ER stress rescue: rescue of cells from ER stress-induced death, primary screen, 384-well, CSM14.1, thapsigargin, ATP luminescence (AID 1222); 190,000 tested, under 10 active; CSM14.1 thapsigargin-induced death rescue, ATP luminescence; higher % means a stronger effect; cellular ATP content (survival), % at 20 µM; hits with a dose series show EC50 in µM;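 active = EC50 below 50 µM in the dose-response confirmation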;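 note: death triggered by thapsigargin at about 15 µM added after 2 h compound pretreatment; cell ATP read after overnight thapsigargin exposure of roughly 18 to 22 hours; normalized against plate controls of thapsigargin alone and 5% DMSO vehicle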
Dynein transport: blocks dynein driven cargo transport along microtubules | 220,000 tested, 0.47% active | 3617.4 mouse cells, GR-EGFP nuclear translocation imaging; test concentration mostly 20 µM; stimulated with dexamethasone, 1 µM; active compounds read low | z-score, hits read low;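 active = plate z-score of nuclear minus cytoplasmic receptor signal below a set negative limit, without overly bright fluorescence or cell loss, cut at about -3.5 in these data, passing the limit was not always enough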;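 note: z-score of nuclear minus cytoplasmic ring GR-EGFP intensity difference per well; some compounds called inactive have numbers as strong as hits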
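Buffer or medium: tet-free medium with charcoal-stripped serum / Also added: dexamethasone agonist, 1.0 µM final, for 30 min / Timing: induction 48 h, compound 1 h, agonist 30 min / Measured by: high-content fluorescence imaging after fixation / Read-out: nuclear-to-cytoplasmic GR-EGFP distribution per well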
MT stabilize HCS: microtubule stabilization, imaging screen; HeLa tubulin immunostaining HCS, 24 h; share of cells brighter than vehicle mean+2SD; % tubulin-high responders, % at 10 µM; 200,000 tested, 0.83% active; AID 2205;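 active = plate Z-score above 3 for both tubulin-high and condensed-nucleus cell shares, with cell loss under 80%, at 10 µM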;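 note: anti alpha tubulin signal scored within the nucleus-defined area of each cell; some results filed as inactive read as strong as hits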
M1AAP inhibition: malaria alanyl aminopeptidase activity blockers – biochemical, fluorogenic H-Leu-NHMec substrate, 1536-well (AID 1445); recombinant M1AAP, H-Leu-NHMec fluorogenic kinetic assay; higher % means a stronger effect; inhibition, % at 30 µM, or IC50 in µM where a hit was titrated; 220,000 tested, 0.42% active;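 active = primary inhibition above the hit cutoff, then over 50% inhibition at one or more dose response concentrations, cut at about 23% in these data, passing the limit was not always enough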;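 note: plate controls were DMSO full reaction for no effect and no enzyme background for full effect; strong numbers were not always called active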
P. falciparum M17LAP: P. falciparum M17LAP inhibitors, primary screen, biochemical, fluorogenic H-Leu-NHMec substrate, 1536-well (AID 1619). recombinant M17LAP, H-Leu-NHMec fluorogenic kinetic assay; higher % means a stronger effect. inhibition, % at 30 µM; hits with a dose series show IC50 in µM. 220,000 tested, 0.38% active;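 active = compound inhibiting the enzyme by more than half at any dose during confirmatory dose-response retesting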;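 note: plate controls were full reaction with DMSO carrier for no effect and no enzyme background for full effect; strong numbers were not always called active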
Dynein transport cytoplasmic EGFP: further read-out of Dynein transport, marked with its call; z-score; measured here: cytoplasmic GR-EGFP intensity; active compounds read high
Dynein transport nuclear GR-EGFP: also measured in Dynein transport; calls as there; z-score; measured here: nuclear GR-EGFP intensity;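 lower value marks the stronger effect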
Dynein transport cell count: recorded beside Dynein transport, whose call it bears; z-score; measured here: cell count per field
Insulin prom up cell count: second read-out of Insulin prom up, no call of its own (marks repeat the call); cell count; measured here: cytotoxicity, nuclei count;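 total cells summed across four imaged fields per well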
b-catenin transl cell count 5 µM: recorded beside b-catenin transl, whose call it bears; cell count; measured here: cell count, cytotoxicity flag
MT stabilize HCS Hoechst-high %: recorded beside MT stabilize HCS, whose call it bears; % Hoechst-high responders; measured here: nuclear condensation Hoechst responders;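 share of cells brighter than vehicle mean plus two SD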
MT stabilize HCS cytotoxicity %: recorded beside MT stabilize HCS, whose call it bears; toxicity, %; measured here: cytotoxicity by cell density;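 0% = mean cell density of plate MIN control wells and 100% = no cells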
Autophagy HCS cell loss 18 h: further read-out of Autophagy HCS, marked with its call; toxicity, %; measured here: cell loss, nuclei count;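 cell loss after 18 h compound exposure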
Numbers without * were called inactive; i = inactive; . = not tested or not shown; [ ] = dose if it differs, or a comment.

SMILES	Autophagy HCS	Autophagy HCS cell loss 18 h	K1F lysis inhibition	b-catenin transl	b-catenin transl cell count 5 µM	Insulin prom up	Insulin prom up cell count	ER stress rescue	Dynein transport	Dynein transport cytoplasmic EGFP	Dynein transport nuclear GR-EGFP	Dynein transport cell count	MT stabilize HCS	MT stabilize HCS Hoechst-high %	MT stabilize HCS cytotoxicity %	M1AAP inhibition	P. falciparum M17LAP
CCCSc1nc(O)c(C2OC(=O)c3c2ccc(OC)c3OC)c(=O)n1C (stereo unspecified)	i	-0.2	3.3%	0.1	1164	0.06	1169	-3.0%	1.7	-0.179	0.857	-1.01	4.4	1.9	5.9	16.2%	34.1%
COc1ccccc1N(CC(=O)Nc1ccccc1C)S(C)(=O)=O	i	1.2	0.3%	-1.6	1194	.	.	-2.6%	-0.63	-0.175	-0.0917	-0.0398	1.5	1.3	4.7	10.1%	10.9%
CCC(CO)NC1=CC(=O)CCC1 (stereo unspecified)	i	12.1	0.1%	-3.7	1030	0.1	1085	0.1%	-0.561	-0.127	-0.407	0.605	1.2	2.2	5.0	8.0%	12.5%
COc1ccc(C(CC(=O)N2CCOCC2)C(C)C)cc1 (stereo unspecified)	i	-46.9	1.4%	-2.7	1221	.	.	3.5%	-1.07	-0.0785	-0.659	0.916	3.7	1.5	8.3	1.8%	-2.4%
CC(C)(C)NC(=O)NC(=O)COC(=O)c1cc(=O)[nH]c2ccccc12	i	3.5	1.4%	.	.	0.57	920	-1.7%	-0.126	0.034	0.157	0.308	1.1	1.0	8.6	5.8%	7.0%
COc1cc(S(=O)(=O)N(Cc2cccc(OC)c2OC)CC2CCCO2)ccc1-n1cnnn1 (stereo unspecified)	.	.	1.4%	0.4	1310	-1.5	1004	.	-0.046	-0.0327	0.499	0.156	.	.	.	-5.7%	5.2%
C/C(=N\NC(=O)CNc1cccc(C(F)(F)F)c1)c1ccc(Br)cc1	i	3.0	1.9%	-0.4	1032	1.9	1442	-5.7%	-0.389	-0.23	-0.2	0.413	2.9	2.1	6.2	2.3%	9.8%
CN1CCN(CCCNC(=O)c2cn(C3CCCCC3)c(=O)c3c2c2ccccc2n3C)CC1	i	-10.1	-0.6%	.	.	0.08	950	0.3%	-0.872	-0.128	-0.163	0.574	2.5	1.6	5.7	8.3%	-28.9%
Cc1ccc2c(CC(=O)Nc3c(C)n(C)n(-c4ccccc4)c3=O)coc2c1	i	18.3	2.9%	-8.7	1116	.	.	4.0%	-0.221	-0.229	0.0477	0.244	3.7	2.6	1.8	2.5%	20.8%
COC(=O)c1c(C#N)c(N)nc2c1CCC2	i	4.3	-0.1%	.	.	-0.05	1241	-1.1%	2.7	-0.0875	1.76	-0.897	2.9	3.1	13.1	-3.6%	-77.2%
C/C(N)=C(/C#N)C(=O)COC(=O)c1cccc2ccccc12	i	-2.5	0.1%	0.6	587	.	.	-2.4%	-0.295	-0.307	-0.31	0.0651	0.8	2.4	10.1	9.8%	-13.6%
Cc1cc(=O)c2c(o1)CC(C)(C)CC2=O	i	-5.6	0.2%	6.4	1090	.	.	-2.0%	-0.458	1.76	0.236	-0.49	1.2	0.7	2.7	10.5%	8.2%
CC1CC(c2ccccc2)n2nc(NC(=O)c3ccco3)nc2N1 (stereo unspecified)	i	-7.0	4.7%	-7.6	1226	0.33	1256	-3.1%	-0.612	-0.112	-0.282	0.52	1.8	2.1	4.6	1.2%	-1.3%
Cc1cc(C)cc(N(CCC#N)C(=O)CSc2nc3nc(C)cc(C)n3n2)c1	i	-6.3	4.8%	1.3	1107	-0.01	1353	-1.4%	-0.0288	-0.183	0.153	-0.271	1.9	2.1	9.2	14.8%	11.9%
O=[N+]([O-])c1ccc(CSc2nnc(SCc3ccccc3)s2)cc1	i	8.5	0.0%	-0.4	902	.	.	-1.8%	0.46	-0.203	0.38	-0.424	6.4	1.9	7.2	-4.9%	0.5%
Cc1ccc(C(=O)NNC(=O)CSc2nnc(-c3ccccc3)n2Cc2ccccc2)cc1	i	-9.8	-1.9%	0.3	1130	-0.11	1476	-1.4%	-0.175	-0.245	-0.152	0.305	2.0	3.0	6.3	1.8%	11.6%
CCOC(=O)C1=C(C)NC(=S)NC1c1cc(C)sc1C (stereo unspecified)	i	-13.0	-0.2%	1.0	889	0.66	1596	-1.3%	0.239	-0.25	0.824	-0.999	2.1	1.4	11.5	3.4%	2.5%
O=C(N1CCCCC1)C1(c2ccccc2)CCOCC1	i	2.1	1.6%	-0.4	790	-0.33	1198	-2.3%	-0.295	-0.304	-0.378	0.631	5.2	4.6	2.8	15.0%	0.5%
O=C(Cn1nc(-c2ccc(Cl)cc2)ccc1=O)N1CCN(c2ccccc2)CC1	i	-2.2	0.7%[50 µM]	0.1	1334	-0.13	1518	-1.2%	-0.653	-0.228	-0.498	-0.204	3.0	2.3	0.5	5.9%	-1.9%
CN(C)CCNC(=O)C(c1ccccc1)c1ccccc1	.	.	0.4%	-0.7	1405	0.43	1074	.	-0.426	-0.157	-0.242	0.766	.	.	.	-2.6%	4.4%
NC(=O)CCCc1nc(-c2ccccc2Cl)no1	i	-6.5	2.8%	-0.1	1406	1.51	1133	-0.9%	0.303	-0.201	0.511	0.557	3.2	2.3	6.1	-3.5%	-1.4%
Cc1cccnc1NC(=S)NCc1ccco1	i	22.2	0.2%	3.6	896	-0.24	1601	-0.9%	-0.485	-0.305	-0.0365	0.265	1.6	1.5	3.4	5.4%	0.7%
CCOc1ccccc1C(=O)N(C)Cc1cc2ccccc2[nH]c1=O	i	1.5	5.6%	-2.6	1048	1.07	1255	-0.4%	-0.094	-0.156	-0.107	-0.264	0.9	1.7	10.1	5.7%	-0.1%
CC(=O)Cc1cc2cc([N+](=O)[O-])ccc2oc1=O	.	.	.	1.5	1326	1.28	1079	.	0.479	-0.173	0.261	-0.724	.	.	.	0.8%	0.6%
CCOc1ccc(Cc2noc3c2C(=O)CC(C)(C)C3)cc1OCC	i	1.9	-0.3%	-3.3	1139	-0.08	1192	1.4%	-0.451	-0.286	-0.0901	0.0925	2.7	2.1	9.7	6.9%	1.2%
COc1ccc(CCC(C)Nc2ccc(F)c(F)c2)cc1 (stereo unspecified)	i	-0.7	3.0%	-1.4	995	-0.13	1467	-0.8%	-0.706	-0.268	-0.496	-0.182	2.4	1.8	1.0	7.3%	-2.9%
Cc1ccn2c(NC3CCCC3)c(-c3cccs3)nc2c1	i	-29.9	0.1%	-1.6	1118	-0.7	1310	.	1.47	0.214	0.866	0.0925	2.3	1.2	3.7	0.0%	-14.6%
COc1ccc(CCNC(=O)C2CCN(S(=O)(=O)N3CCCCC3)CC2)cc1OC	i	10.0	1.1%	6.9	1490	-0.97	1336	-0.3%	0.626	-0.376	-0.0789	0.199	2.8	2.8	7.8	3.7%	-1.9%
COc1ccnc(Oc2ccc(F)cc2)c1-c1ncn[nH]1	i	0.4	-0.4%	-0.4	1075	0.66	1141	.	0.192	-0.213	-0.232	0.0223	5.8	1.2	11.0	3.1%	0.5%
CCc1nc(C)cn1S(=O)(=O)c1cc(Br)ccc1OC	i	0.5	1.3%	-3.2	834	0.54	1444	0.8%	-0.448	-0.186	-0.0574	0.698	2.0	1.5	5.2	10.2%	4.1%
Cc1cccc(C)c1OCC(=O)NCc1nnc(SCC(=O)NC2CCCCC2C)n1C (stereo unspecified)	i	-4.6	1.3%	.	.	.	.	-0.2%	-0.388	-0.198	-0.157	0.561	2.5	1.6	6.5	24.1%*	-9.2%
O=C(O)CNS(=O)(=O)c1ccc2[nH]c(=O)c(=O)[nH]c2c1	i	-6.6	0.4%	-0.2	1115	0.39	1168	-0.6%	-0.52	0.554	-0.648	1.3	1.6	2.9	8.3	-0.5%	35.8%
COc1ccc(Cl)cc1NC(=O)C(C)N(C)Cc1cccc(Cl)c1Cl (stereo unspecified)	i	19.1	1.4%	-3.1	1163	-0.09	1448	3.9%	-0.739	-0.0685	-0.388	0.0951	4.5	2.9	9.5	-0.4%	3.9%
COCCNC(=O)CSc1nc2cc3c(cc2c(=O)n1CCCC(=O)NCCc1ccc(OC)c(OC)c1)OCO3	i	25.7	0.3%	2.6	548	.	.	1.2%	0.233	-0.262	0.0998	0.055	2.8	1.1	4.4	1.4%	-2.1%
O=c1c2ccccc2nc(SCc2ccc([N+](=O)[O-])cc2)n1CCCO	i	12.1	0.1%	-1.3	1121	-0.61	1427	-1.0%	0.307	-0.179	0.0862	-0.0191	1.3	3.5	8.4	2.3%	-1.1%
O=C(NCc1ccccc1)c1cccnc1N1CCOCC1	i	-7.3	0.2%	-2.8	581	.	.	-3.6%	0.133	-0.268	-0.134	0.391	2.2	1.2	1.0	0.6%	1.2%
COC(=O)C1(O)CC(C(C)C)=NN1C(=O)c1ccccc1 (stereo unspecified)	i	-3.7	2.1%	-1.0	925	-0.02	2203	-4.7%	1.79	0.785	0.643	-1.24	4.7	2.5	0.1	4.0%	3.5%
